# Lipid droplet – modulators of hepatic lipid droplet formation; AID 1656; inhibition, % at 6.5 µM; AML12 mouse hepatocytes, oleate lipid droplets, BODIPY imaging; 240,000 compounds, 0.4% hits;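 active = lipid droplet intensity inhibited by at least 50%, with more than 500 cells counted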
#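 System: AML12 hepatocytes (mouse). Probe or stimulus: oleic acid at 100 µM to induce lipid droplet formation. Times: overnight treatment with compound plus oleate. Detection: Image-based BODIPY and DAPI two-channel analysis. Evaluation: percent inhibition of filter-corrected integrated lipid droplet intensity per well.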
# Autophagy HCS – autophagy modulation, high-content screen. MEF GFP-LC3 puncta imaging; test concentration mostly 10 µM. calls only at 10 µM (by protocol). 190,000 compounds, 0.98% hits;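 active = percentage of spot-positive cells more than 3 SD above its plate mean, without a fluorescence outlier flag or 80% toxicity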;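 also: spot-positive cell cutoff set from DMSO-treated cells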
# MT stabilizer – stabilizes microtubules in HeLa cells; HeLa tubulin immunostaining HCS, 24 h; share of cells brighter than vehicle mean+2SD; % tubulin-high responders, % at 10 µM; 200,000 compounds, 0.83% hits; AID 2205;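 active = plate Z-score above 3 for both tubulin-high and condensed-nucleus cell shares, with cell loss under 80%, at 10 µM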;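 also: anti alpha tubulin signal scored within the nucleus-defined area of each cell; some results filed as inactive read as strong as hits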
# Insulin prom up – MIN6 insulin promoter up-regulation. MIN6 insulin promoter-GFP reporter, high-content imaging; active compounds read high. z-score at 5 µM. 190,000 compounds, 0.3% hits. AID 1625;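 active = z-score above 3 at 5 µM with at least 500 cells counted in the well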
# XIAP displacement – small molecules displacing peptide from XIAP – biochemical, IAP family, fluorescence polarization (AID 1018); XIAP BIR domain, fluorescence polarization peptide displacement; higher % means a stronger effect; displacement, % at 20 µM; hits with a dose series show IC50 in µM; 200,000 compounds, 0.007% hits; in the data active = displacement above about 50%; also: a part of the inactive calls stands beside numbers as strong as those of hits
# b-catenin transl – alters nuclear translocation of beta-catenin in HeLa cells. nuclear translocation activity, % at 5 µM. AID 1665. immunofluorescence imaging. 190,000 compounds, 0.3% hits;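 active = nuclear translocation activity above 50% at 5 µM, with a well cell count of 50 or more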;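 also: per-cell ratio of nuclear to cytoplasmic median beta-catenin stain intensity; plate controls were DMSO negative control for no effect and GSK-3 inhibitor IX positive control for full effect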
#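 test system = HeLa cells, endogenous beta-catenin | dosing = single 5 µM dose plus 0.02–20 µM confirmation series | times = compound treatment 24 h, 37°C, 5% CO2 | technique = beta-catenin immunofluorescence imaging with DAPI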
# Dynein transport – blocks dynein driven cargo transport along microtubules; 3617.4 mouse cells, GR-EGFP nuclear translocation imaging; test concentration mostly 20 µM; stimulated with dexamethasone, 1 µM; active compounds read low; z-score, hits read low; 220,000 compounds, 0.47% hits;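 active = plate z-score of nuclear minus cytoplasmic receptor signal below a set negative limit, without overly bright fluorescence or cell loss, cut at about -3.5 in these data, passing the limit was not always enough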;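 also: z-score of nuclear minus cytoplasmic ring GR-EGFP intensity difference per well; some compounds called inactive have numbers as strong as hits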
#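 Buffer or medium: tetracycline-free induction medium containing charcoal-stripped FBS / Reagent: dexamethasone agonist, 1.0 µM final, for 30 min / Technique: automated 10x imaging of fixed Hoechst-stained cells / Times: induction 48 h, compound 1 h, agonist 30 min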
# WT yeast gro inh – growth inhibition of WT yeast, mitochondrial fusion screen; 190,000 compounds, 2.1% hits; AID 1362; mitochondrial fusion phenotypic screen, WT strain; inhibition, % at 10 µM; in the data active = inhibition above about 58%; tested in S. cerevisiae
# CSM14.1 death rescue – protection against thapsigargin-triggered cell killing – 384-well, CSM14.1, ATP luminescence, primary screen (AID 1222); 190,000 tested, under 10 active; CSM14.1 thapsigargin-induced death rescue, ATP luminescence; higher % means a stronger effect; cellular ATP content (survival), % at 20 µM, or EC50 in µM where a hit was titrated;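 active = EC50 below 50 µM in the dose-response confirmation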;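 also: death triggered by thapsigargin at about 15 µM added after 2 h compound pretreatment; cell ATP read after overnight thapsigargin exposure of roughly 18 to 22 hours; normalized against plate controls of thapsigargin alone and 5% DMSO vehicle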
# WT yeast gro inh mutant strain – further read-out of WT yeast gro inh, marked with its call; inhibition, %; mitochondrial fusion phenotypic screen, mutant strain inhibition
# Dynein transport cytoplasmic EGFP – also measured in Dynein transport; calls as there; z-score; measured here: cytoplasmic GR-EGFP intensity; active compounds read high
# Dynein transport nuclear GR-EGFP – second read-out of Dynein transport, no call of its own (marks repeat the call); z-score; measured here: nuclear GR-EGFP intensity;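 lower value marks the stronger effect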
# Dynein transport cell count – recorded beside Dynein transport, whose call it bears; z-score; measured here: cell count per field
# Insulin prom up cell count – further read-out of Insulin prom up, marked with its call; cell count; measured here: cytotoxicity, nuclei count;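 total cells summed across four imaged fields per well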
# Lipid droplet cells 6.5 µM – second read-out of Lipid droplet, no call of its own (marks repeat the call); cell count; measured here: cell count, cytotoxicity flag;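 cells counted across two imaged fields per well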
# b-catenin transl cell count 5 µM – recorded beside b-catenin transl, whose call it bears; cell count; measured here: cell count, cytotoxicity flag
# MT stabilizer Hoechst-high % – further read-out of MT stabilizer, marked with its call; % Hoechst-high responders; measured here: nuclear condensation Hoechst responders;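 share of cells brighter than vehicle mean plus two SD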
# MT stabilizer cytotoxicity % – second read-out of MT stabilizer, no call of its own (marks repeat the call); toxicity, %; measured here: cytotoxicity by cell density;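 0% = mean cell density of plate MIN control wells and 100% = no cells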
# Autophagy HCS cell loss 18 h – second read-out of Autophagy HCS, no call of its own (marks repeat the call); toxicity, %; measured here: cell loss, nuclei count;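 cell loss after 18 h compound exposure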
# Starred values were filed as active, the others as inactive; i = inactive; . = not tested or not shown; + = active, no number.
SMILES,Lipid droplet,Lipid droplet cells 6.5 µM,Autophagy HCS,Autophagy HCS cell loss 18 h,MT stabilizer,MT stabilizer Hoechst-high %,MT stabilizer cytotoxicity %,Insulin prom up,Insulin prom up cell count,XIAP displacement,b-catenin transl,b-catenin transl cell count 5 µM,Dynein transport,Dynein transport cytoplasmic EGFP,Dynein transport nuclear GR-EGFP,Dynein transport cell count,WT yeast gro inh,WT yeast gro inh mutant strain,CSM14.1 death rescue
Cc1nn(C)cc1C(C(=O)NC1CCCCC1)N(C(=O)Cc1cccs1)c1ccc(F)cc1 (stereo not drawn),0,533,i,-5,3.2,2.3,3.3,0.29,1353,-9.9%,.,.,2.3,-0.25,0.85,-1.4,8,8,2.7%
CCOC(=O)c1ncn2c1C(=O)OC2(C)C,.,.,i,6,4.4,1.4,7.2,.,.,-6.9%,-3.5,1076,-1.1,-0.11,-0.34,-0.51,1,9,0.1%
COc1cc(OC)cc(C(=O)N[C@H](C(=O)NCCc2c[nH]c3ccccc23)C(C)C)c1,-21,716,i,6,1.8,2.2,7.4,-0.42,1270,-5.7%,-0.7,1014,0.42,-0.24,1.1,-1.1,20,12,.
COc1ccc(NC(=O)c2cc(CN3C(=O)c4ccccc4C3=O)ccc2OC)cn1,.,.,i,18,9.9,3.7,5.7,-0.03,1167,-15%,9.8,815,0.18,-0.29,0.26,-0.48,2,6,0.9%
CC1(C)CCN(Cc2ccccc2)C1CC#N (stereo not drawn),.,.,i,14,3.3,2.8,12,1.4,1308,-2.7%,-2.3,1174,3.2,0.16,1.7,-2.6,15,16,-1.7%
O=C(O)CCC(C(=O)O)n1c(O)c(C2=c3ccccc3=NC2=O)sc1=S (stereo not drawn),-23,758,i,-14,7.7,2.9,4.9,-0.46,1380,-0.7%,-1.0,830,-0.81,-0.16,-0.24,0.16,14,3,-2.0%
C1CCCCCC(=NNc2nn[nH]n2)CCCCC1,-8,733,.,.,.,.,.,0.22,1096,.,-0.1,1389,-0.42,-0.25,-0.26,1.7,.,.,.
N#Cc1cc(-c2ccccc2)nnc1Sc1ccc(Cl)cc1,-12,761,i,-10,2.5,1.3,13,-0.04,1017,-2.3%,-4.3,1210,-0.58,-0.07,-0.34,-0.041,2,7,4.9%
O=C(O)CCc1nc(-c2cccs2)no1,.,.,i,25,1.5,2.2,10,0.25,1447,-2.5%,-4.3,1538,-0.29,-0.19,-0.021,-0.0098,8,10,-1.7%
COc1ccc2c(c1)[nH]c1c(=O)n(CC3CCCO3)cnc12 (stereo not drawn),8,829,i,-2,1.3,0.6,8.4,1.1,914,-5.3%,-2.8,895,-0.78,-0.1,-0.11,0.58,4,7,1.7%
O=C(NC1CCCC1)C1c2ccccc2C(=O)N1CCCN1CCOCC1 (stereo not drawn),-7,693,i,-53,4.0,2.4,5.4,-0.07,1303,-0.4%,-0.1,574,-0.16,-0.27,0.6,0.48,-11,-1,-4.3%
O=[N+]([O-])c1ccc(CN2C=NS(=O)(=O)c3ccccc32)cc1,4,673,i,2,2.0,3.2,12,0.7,1576,-15%,2.4,973,0.68,-0.24,0.082,-0.059,11,-7,-0.3%
Cc1c(Cl)cnc(NC(=O)CSc2nncs2)c1Cl,-1,644,i,12,1.6,2.6,2.1,1.5,1385,-4.6%,0.1,929,0.026,-0.16,0.18,0.24,12,22,1.2%
Cc1ccc(-n2c(SCc3nnc4n3CCC4)nnc2-c2ccccc2)cc1,.,.,i,25,2.7,2.1,8.3,-0.64,1440,-1.4%,-0.6,957,-0.86,-0.21,-0.38,2,-3,-5,-1.5%
Nc1c2nc(-c3ccccc3Cl)[nH]c(=O)c2nc(=O)n1-c1ccccc1,-1,688,.,.,.,.,.,-0.05,983,.,-0.2,1319,-0.67,-0.24,0.056,0.43,.,.,.
O=C(C1CCN(C2CC(=O)N(c3cccc(Cl)c3)C2=O)CC1)N1CCCC1 (stereo not drawn),1,780,i,-3,1.3,1.8,0.1,1.5,1151,-7.3%,0.3,1131,-0.37,-0.27,0.06,0.16,-15,5,-1.1%
COc1ccc(-n2c3c(cc(C(=O)Nc4cccc(C)n4)c2=O)C(=O)CC(C)(C)C3)cc1,5,734,i,2,4.6,1.8,8.7,-0.64,1190,10%,-0.4,1523,-0.24,-0.28,-0.18,0.76,7,12,2.6%
Cc1ccc(Cc2cnc(NC(=O)CN3CCOCC3)s2)cc1Cl,0,657,i,29,2.2,1.4,6.3,0.12,1826,-5.7%,-0.7,1106,-0.25,-0.019,0.26,0.91,11,-18,0.2%
CN1CCN(c2ccc(S(=O)(=O)N3CCCCC3)cc2NC(=O)c2ccc(F)cc2F)CC1,14,609,i,9,1.8,3.9,11,0.16,1150,-9.9%,-1.5,947,-0.22,-0.29,-0.35,0.17,-15,-5,8.0%
O=c1[nH]c(SCCOc2ccccc2)nc2ccccc12,15,771,i,-2,3.0,1.9,6.4,0.71,1318,-4.5%,-4.8,1195,-0.82,0.025,-0.38,-0.46,-17,13,-0.4%
CCOC(=O)C1=C(c2ccccc2)NC(=O)N(C(C)=O)C1c1cccc([N+](=O)[O-])c1 (stereo not drawn),7,678,i,-3,3.6,0.6,1.8,0.14,1227,-7.0%,-0.9,1127,-0.45,-0.22,-0.49,0.34,12,15,-1.0%
CC(=O)Nc1ccc(N2CCCC2)cc1,-12,714,i,33,1.6,1.2,6.4,-0.04,957,-1.8%,5.4,1038,0.037,-0.27,0.22,0.78,-14,-13,-3.4%
COc1ccc(CCn2c(-c3cc([N+](=O)[O-])cc([N+](=O)[O-])c3)nc3nc4ccccc4nc32)cc1OC,-8,742,i,2,4.0,2.2,4.7,0.24,1435,-4.5%,-0.6,987,0.2,-0.12,-0.046,-0.44,10,-11,-2.7%
Cc1ccc2c(c1)NC(=O)C(CC(=O)NCCCN1CCN(c3cc(C)ccc3C)CC1)O2 (stereo not drawn),.,.,+,6.4*,6.8,2.6,7.4,-0.69,727,-3.3%,.,.,-0.51,-0.18,-0.085,0.61,5,5,-4.2%
Cc1[nH]c2ccccc2c1C(=O)C(=O)NCc1ccco1,-18,757,i,-2,1.5,1.5,11,-0.2,1478,-1.5%,-0.2,1484,1.6,-0.27,0.6,0.077,9,15,-0.5%
CCOC(=O)N1CCN(c2ncnc3c2cnn3-c2ccc(Cl)cc2)CC1,13,674,i,4,3.3,1.0,4.8,-0.02,1725,-0.4%,-0.5,1014,0.59,-0.24,0.28,-0.022,-19,-10,1.6%
COc1ccc(N(CC(=O)NCCSC(C)(C)C)S(C)(=O)=O)c(OC)c1,-1,707,i,-4,2.2,2.5,26,0.23,1792,-0.1%,0.6,1025,1.5,-0.034,1.7,-1.1,-1,11,-1.9%
CCCN(CCC)c1nc(Cl)nc(NCc2ccco2)n1,-31,643,i,0,1.0,2.1,6.9,0.05,1857,-5.9%,-0.3,1076,0.56,-0.11,-0.017,-0.61,4,12,1.3%
COc1ccc(CCn2nnnc2C(C(C)C)N2CCC(C(N)=O)CC2)cc1OC (stereo not drawn),-5,645,i,8,3.0,2.1,5.9,-0.87,1830,-2.6%,-1.7,1099,0.46,-0.16,0.68,0.38,3,-2,-1.4%
CCOC(=O)c1c(NC(=O)c2ccn(CC)n2)sc2c1CCCC2,1,749,i,0,2.5,1.3,12,-1.3,1043,-11%,2.7,879,1.6,-0.18,0.96,-0.41,15,2,.
O=c1oc2cc(OCc3ccc([N+](=O)[O-])cc3)ccc2c2c1CCCC2,6,702,i,-4,2.1,1.3,7.8,-0.33,1748,3.4%,-1.6,1211,2.4,-0.17,0.31,-1.3,4,11,-1.1%
C=C(C)Cn1c(C)cc(C)c(S(=O)(=O)c2cccc(C)c2)c1=O,-5,598,i,4,3.6,2.2,8.0,0.11,1419,-2.5%,0.0,1493,-0.4,-0.39,-0.25,1.5,54,23,0.0%
N=c1c2c3c(sc2nc2n1CCC2)CCCC3,.,.,i,5,3.1,0.7,4.6,-0.19,954,1.4%,-3.4,1159,1,-0.17,0.31,-0.73,12,19,-2.0%
CCn1nc(NC(=O)c2ccco2)c2cc3ccc(C)cc3nc21,.,.,i,-3,2.8,2.1,4.3,0.36,1310,-2.7%,-3.5,993,-0.37,0.18,-0.08,0.0089,9,-10,1.3%
O=C(NCc1ccccc1)c1ccc2c(=O)n(CC3CCCO3)c(=S)[nH]c2c1 (stereo not drawn),.,.,i,-12,2.4,1.5,8.2,-0.73,1634,-0.9%,-0.9,1454,-0.0014,-0.015,0.56,0.2,-9,4,10%
